Bioassay records deposited in PubChem BioAssay by several laboratories.
SF1 activator: SF-1 (human) activation; Q13285; CHO-K1 Gal4-SF-1 LBD luciferase reporter; % increase over DMSO SF-1-specific signal; activation, % at 10 µM; 1.9% of 65,000 active;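 active means activation above the mean activation of all tested compounds plus 3 SD, cut at about 50% in these data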
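Test system: CHO-K1 cells co-transfected with Gal4 DBD–human SF-1 LBD, 5xGal4 luciferase reporter. Quantity: 4,000 cells per well. Compound: 10 µM only. Incubation: compound added 1 h post-seeding, 20 h exposure at 37 °C, 5% CO2. Detection: SteadyLite luciferase luminescence. Replication: one test per compound.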
TNAP act mid DEA: activates human TNAP at intermediate phosphate acceptor concentration. P05186. purified TNAP, CDP-star luminescence, 100 mM DEA, 30 min; stronger effect = higher value; scale: 0 levamisole-inhibited, 1 vehicle-only enzyme. activation factor at 20 µM. 64,000 tested, under 10 active. AID 813;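 active means activation factor of at least 2 at 20 µM, relative to controls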
M1 antag: M1 muscarinic receptor (rat) antagonism; P08482; CHO-M1 cells, Fluo-4 calcium, ACh EC80 antagonist mode; stronger effect = lower value; B-score at 10 µM; 3.4% of 64,000 active;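 active means calcium fluorescence response, raw or row-and-column corrected B-score, differing from the plate sample mean either way at a set confidence level, mostly lower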
Target sequence (P08482 whole entry, looked up): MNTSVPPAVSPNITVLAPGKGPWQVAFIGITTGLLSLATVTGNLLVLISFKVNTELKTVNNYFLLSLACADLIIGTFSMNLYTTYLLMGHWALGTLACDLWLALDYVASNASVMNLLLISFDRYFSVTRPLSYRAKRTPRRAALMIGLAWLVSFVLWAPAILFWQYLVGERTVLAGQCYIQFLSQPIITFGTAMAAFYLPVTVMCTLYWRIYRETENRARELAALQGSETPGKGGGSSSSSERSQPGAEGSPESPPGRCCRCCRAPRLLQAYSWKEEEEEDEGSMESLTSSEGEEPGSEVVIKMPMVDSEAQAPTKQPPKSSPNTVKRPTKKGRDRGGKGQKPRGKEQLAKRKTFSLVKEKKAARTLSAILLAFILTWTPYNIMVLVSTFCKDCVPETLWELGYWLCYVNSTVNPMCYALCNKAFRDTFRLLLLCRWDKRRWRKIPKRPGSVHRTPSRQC
Ecoli tolC: growth inhibitors of E. coli BW25113 tolC mutant | AID 573 | OD615 | growth inhibition, % at 10 µM (by protocol) | 2.2% of 65,000 active;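 active means growth inhibition at or above a cutoff equal to the mean over every tested compound plus 3 SD, cut at about 60% in these data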;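 further: growth measured after 20 h incubation at 37 °C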
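Doses: one dose of 10 µM final / Material: E. coli BW25113 ΔtolC::kan, tolC deletion mutant strain / Buffer or medium: LB with kanamycin 50 µg/mL / Evaluation: percent growth inhibition / Detection: optical density read at 615 nm / Incubation: 37 °C, 20 h exposure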
D1 mod: allosteric modulators of human D1 dopamine receptor; P21728; HEK293 D1, CRE-luciferase, dopamine EC30 potentiation; actives deviate in either direction; B-score at 10 µM; 5.9% of 58,000 active;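 active means luminescence count or its row- and column-corrected plate score outside the 99.7% band of the plate's sample wells, on either side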
Target sequence (P21728 whole entry, looked up): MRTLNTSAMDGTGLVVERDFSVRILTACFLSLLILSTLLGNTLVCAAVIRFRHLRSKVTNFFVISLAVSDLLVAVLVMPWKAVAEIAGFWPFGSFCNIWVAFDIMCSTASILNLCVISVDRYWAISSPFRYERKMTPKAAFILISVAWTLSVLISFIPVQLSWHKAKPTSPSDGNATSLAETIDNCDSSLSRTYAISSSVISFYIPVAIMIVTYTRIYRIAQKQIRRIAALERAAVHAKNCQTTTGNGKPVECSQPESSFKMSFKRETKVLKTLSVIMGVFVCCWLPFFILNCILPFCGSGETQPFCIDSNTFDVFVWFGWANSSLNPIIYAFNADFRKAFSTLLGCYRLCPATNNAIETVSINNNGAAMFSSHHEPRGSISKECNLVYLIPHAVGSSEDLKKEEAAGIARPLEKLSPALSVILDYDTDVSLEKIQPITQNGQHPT
M1 ag: M1 muscarinic receptor agonism; CHO-M1 cells, Fluo-4 calcium fluorescence, agonist mode; stronger effect = higher value; B-score at 10 µM; 3% of 64,000 active;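 active means fluorescence rise, raw or as B-score row- and column-corrected plate score, outside the 99.7% band of its plate's samples, either direction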
Jurkat viability: reduces viability or proliferation of Jurkat cells | Jurkat E6.1 viability, ATP luminescence, 48 h | inhibition, % at 4 µM | 1.2% of 56,000 active | AID 463;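 active means inhibition above the mean inhibition of all tested compounds plus 3 SD, cut at about 28% in these data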
HEK293 NFkB inh: inhibitors of the PMA/ionomycin-induced NF-kB reporter in HEK293 cells. inhibition, % at 3 µM. HEK-293 NF-kB luciferase reporter, luminescence. 0.21% of 62,000 active;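 active means inhibition above the mean of all tested compounds plus 3 SD, cut at about 40% in these data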;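 further: 0% = stimulated DMSO wells and 100% = 10 µM reference inhibitor 5653914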
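Reagent: PMA plus ionomycin mix as NF-kB-activating stimulus. Assay system: NF-kB luciferase reporter HEK-293 cells. Technique: luminescence from luciferase substrate reagent. Incubation: 1 h compound pre-incubation, 16 h PMA/ionomycin at 37 °C. Benchmarks: DMSO only as uninhibited control, 10 µM reference inhibitor as full inhibition. Repeats: tested once.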
NADH coupling: blocks coupling enzymes of NAD/NADH assays; coupled PK/LDH NADH assays, four targets; AID 774; 0.02% of 65,000 active; IC50, µM (series often up to 10 µM), without a hit: at the highest dose inhibition;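 active means single-dose screening hits from any of four coupled enzyme assays that gave an IC50 when retested across doses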;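 further: the DPM-DC format reads NADH fluorescence rather than 340 nm absorbance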
* hit, by the source's call; . = no result given; [ ] = remark or other dose.

SMILES	SF1 activator	TNAP act mid DEA	M1 antag	Ecoli tolC	D1 mod	M1 ag	Jurkat viability	HEK293 NFkB inh	NADH coupling
O=C1C2C3C=CC(C3=C3CCCCC3)C2C(=O)N1Cc1ccccc1 (configuration not stated)	-6	0.9	0.5	43	0.47	0.19	-2	21	2%
CCCCn1nnc(NC(=O)Cc2ccc(Cl)cc2)n1	-2	0.9	-0.38	6	0.83	1.6	-8	-2	4%
Cc1ccc(C2/C(=C(/O)c3ccc(Cl)cc3)C(=O)C(=O)N2CC2CCCO2)o1 (configuration not stated)	-9	0.9	-0.19	-2	-0.54	0.81	-6	12	4%
CCCCNC(=O)CC1Nc2ccccc2NC1=O (configuration not stated)	10	0.9	-0.48	-4	-0.56	7.9*	2	3	8%
Cc1ccc(C(=O)/C=C/Nc2ccccn2)cc1	-83	0.9	0.018	-6	.	0.0071	.	.	8%
COc1ccc(N(CC(=O)Nc2cccc(C(=O)O)c2)S(=O)(=O)c2c(C)noc2C)cc1	8	0.9	-0.26	-2	.	-0.73	0	-2	6%
Cc1ccccc1-c1nc(Cc2ccc(Cl)cc2)no1	-2	0.9	0.55	3	1.4	-0.65	-6	3	0%
CN(C)S(=O)(=O)c1ccc(C(=O)Nc2ccc(Cl)cc2)cc1	23	0.9	0.082	15	-1.1	-0.52	7	10	4%
CCOC(=O)c1cc(-c2ccc(C)o2)nn1CCC#N	-4	0.9	-0.02	6	5.6*	1.3	.	8	6%
CCOC(=O)N1CCN(C(=O)c2cccn3c(=O)c4sccc4nc23)CC1	0	0.9	0.015	-11	-0.051	-1.2	.	5	2%[fluoresces]

Of the compounds above, these have a carbonyl joined to an NH by a bond outside any ring:
SMILES	SF1 activator	TNAP act mid DEA	M1 antag	Ecoli tolC	D1 mod	M1 ag	Jurkat viability	HEK293 NFkB inh	NADH coupling
CCCCn1nnc(NC(=O)Cc2ccc(Cl)cc2)n1	-2	0.9	-0.38	6	0.83	1.6	-8	-2	4%
CCCCNC(=O)CC1Nc2ccccc2NC1=O (configuration not stated)	10	0.9	-0.48	-4	-0.56	7.9*	2	3	8%
COc1ccc(N(CC(=O)Nc2cccc(C(=O)O)c2)S(=O)(=O)c2c(C)noc2C)cc1	8	0.9	-0.26	-2	.	-0.73	0	-2	6%
CN(C)S(=O)(=O)c1ccc(C(=O)Nc2ccc(Cl)cc2)cc1	23	0.9	0.082	15	-1.1	-0.52	7	10	4%

(next part)
SMILES	SF1 activator	TNAP act mid DEA	M1 antag	Ecoli tolC	D1 mod	M1 ag	Jurkat viability	HEK293 NFkB inh	NADH coupling
CCOc1ccc(N2C(=O)CC(/C=C3/N(C)c4ccccc4C3(C)C)C2=O)cc1 (configuration not stated)	-16	0.9	1.4	16	0.076	-0.36	7	15	3%
CC(=O)C1=C(C)NC(C)=C(C(C)=O)C1c1ccc(-c2ccccc2Cl)o1	31	1	0.0058	14	-1.2	0.74	6	0	0%
C=CCn1c(SCC(=O)Nc2ccccc2OC)nc(O)c(CC)c1=O	-3	1	0.31	-11	0.003	0.68	-3	8	3%
CCn1c(=N)n(CC(O)c2ccco2)c2ccccc21 (configuration not stated)	-10	0.9	0.11	-18	-0.42	-0.42	13	8	1%
COc1ccc(NC(=O)C23CCC(C)(C(=O)O2)C3(C)C)cc1 (configuration not stated)	-16	0.9	0.38	-5	0.61	-0.12	-3	-2	5%
Cc1noc(C)c1CSc1nnc2n(-c3ccccc3)c(=O)c3ccccc3n12	-12	0.9	-1.7	-8	-0.58	1.1	-3	11	2%
COc1ccc(C(=O)CSc2nnc(-c3cc4ccccc4cc3O)n2Cc2ccco2)cc1	8	1	0.43	28	-0.52	0.28	9	21	5%
O=C(CSc1nnnn1C1CCCCC1)Nc1nc2c(s1)CCCC2	-11	0.9	-0.2	98*	-0.97	0.16	-2	3	7%
Cc1nc(SCc2nc3ccccc3[nH]2)c2oc3ccccc3c2n1	0	1	-0.098	42	4.5	0.022	0	13	7%
CCCN(CCC)C(=O)c1ccc2c(c1)N(Cc1ccccc1)C(=O)CS2=O (configuration not stated)	-7	0.9	-0.25	0	-0.95	0.034	-1	13	4%
CC(NC(=O)OC(C)(C)C)C(=O)Oc1ccc2ccc(=O)oc2c1 (configuration not stated)	2	0.9	0.11	7	.	0.067	.	.	3%[fluoresces]
O=C(NCc1ccccc1)N1CCN(c2ccc(Cl)c(Cl)c2)CC1	-43	1	-0.77	1	0.0022	-1.2	12	16	6%
CCOC(=O)c1nnn(-c2nonc2N)c1CNc1ccc(C)c(Br)c1	4	1	-0.75	27	-1	0.39	-4	9	2%
CCCCC(NS(=O)(=O)c1ccc(OC)cc1)C(=O)O (configuration not stated)	2	0.9	0.0081	-11	0.3	0.011	-8	13	1%
COc1ccc(OCC(=O)Nc2cc(-c3nn4c(C)nnc4s3)ccc2C)cc1	-30	1	-0.26	0	0.047	-0.23	-6	15	1%
COc1cc(NC(=O)c2cccc3c2C(=O)N(Cc2cccnc2)C3)cc(OC)c1OC	12	1	-0.94	-13	2.3	3.2*	-6	58*	2%
CC(C)C(C(=O)Nc1ccccc1)N1C(=O)c2ccccc2C1=O (configuration not stated)	.	0.9	-1.2	5	.	-0.027	.	.	4%
CCOC(=O)CN1CC23C=CC(O2)C(C(=O)NC2CCCCC2)C3C1=O (configuration not stated)	0	1	1	-23	-0.13	-0.18	0	14	8%
CCCCCCn1c(SCC(=O)Nc2cc(C)on2)nc2ccccc2c1=O	-34	0.9	-0.19	-3	-0.13	0.069	3	6	5%
O=C(Cn1cnc2c(nnn2Cc2ccc(Cl)cc2)c1=O)NCC1CCCO1 (configuration not stated)	2	0.9	-0.18	-10	-0.53	-1.5	15	11	2%
CCOCCOC(=O)COc1ccc(N2C(=O)c3ccccc3C2=O)cc1	-21	0.9	0.3	-11	0.16	-0.42	5	12	0%
Cc1ccc(NC(=O)CSc2nnc(-c3ccccc3Br)o2)cc1C	9	0.9	0.75	31	0.92	-0.19	1	-6	2%
Cc1ccc(-c2csc(/C(C#N)=C(\O)CN3CCN(C(=O)c4ccco4)CC3)n2)cc1	0	0.9	1.2	23	.	0.71	4	3	4%
O=C1Nc2ccc(S(=O)(=O)NCCC3=CCCCC3)c3cccc1c23	7	0.9	-0.43	1	-1.4	-1.2	6	3	7%[fluoresces]
CCn1c(SCC(=O)Nc2ccc(S(N)(=O)=O)cc2)nnc1-c1cccc(OC)c1	-2	0.9	-0.59	-13	-0.47	-0.32	3	14	2%
CC(C)Cc1nnc(NC(=O)CCC(=O)N2CCOCC2)s1	-2	1	0.25	-1	0.098	-0.15	-1	1	1%
COc1ccc2c(c1)n([O-])c1c([n+]2=O)CCC1	9	0.9	-0.16	-2	0.036	-0.33	.	.	6%
C[C@@H]1CCC[C@H](C)N1NC(=O)c1ccc(Cl)c(S(N)(=O)=O)c1	3	0.9	0.075	5	-0.11	1.2	.	.	2%
COc1ccccc1NS(=O)(=O)c1cccc2cccnc12	3	0.9	0.036	5	0.57	-0.55	-5	17	26%
CC1=C(C(=O)OC(C)C)C(/C=C/c2ccccc2)NC(=O)N1 (configuration not stated)	17	1.1	-0.44	1	0.54	-0.15	-1	15	5%
O=S(=O)(c1cccs1)N1CCN(Cc2ccccc2)CC1	13	0.9	-0.053	-12	0.55	-0.1	8	10	0%
CC(C)NC(=O)Cn1cnc2c1c(=O)n(C)c(=O)n2C	-2	0.9	-0.24	-14	-0.042	-0.14	-4	2	10%
COc1ccccc1-c1nnc2n1N=C(C)CS2	7	0.9	-0.16	-2	-0.067	0.077	-4	19	9%
CS(=O)(=O)N1CCN(Cc2ccccc2C(F)(F)F)CC1	3	0.9	1.5	-14	-0.027	0.066	0	6	4%
C=CCn1c(NCc2ccc3c(c2)OCO3)nc2ccccc21	29	0.9	0.093	4	-0.86	-0.49	7	1	6%
COCCSc1ccccc1C(=O)NCC1CCCO1 (configuration not stated)	-11	0.9	0.9	-18	0.58	0.47	0	16	2%
COc1ccc(-c2nnc3ccc(SCC(=O)N4CCCCCC4)nn23)cc1OC	-41	1	0.29	6	-0.18	0.66	-1	15	6%
O=C(Cc1cccs1)Nc1ccc(S(=O)(=O)Nc2ncccn2)cc1	5	0.9	-0.058	-15	1.6	-0.4	-5	3	4%
Cn1c(=O)oc2cc(S(=O)(=O)NCCN3CCN(c4ccccc4F)CC3)ccc21	-10	0.9	0.13	-6	-5.9*	-0.77	-6	6	6%
COc1ccc(Cn2c(=O)[nH]c3cc(C(=O)NCCCN4CCCC4=O)ccc3c2=O)cc1	-17	0.9	-0.47	-8	.	0.58	.	7	7%
CC1(C)CC(=O)C(C=NCCN2CCN(C(=O)NC34CC5CC(CC(C5)C3)C4)CC2)=C(O)C1	-1	1	0.21	-6	.	0.87	.	7	3%
NC(=O)CSc1nc2ccccc2n1Cc1ccccc1F	12	0.9	0.082	1	2.4	-0.14	-1	8	3%
O=C(O)c1cc2cccc(S(=O)(=O)N3CCOCC3)c2cc1O	1	0.8	-0.15	5	.	-0.061	.	.	2%
COC(=O)c1ccc(C2c3c(oc4ccc(F)cc4c3=O)C(=O)N2CCO)cc1 (configuration not stated)	0	0.9	0.66	-21	0.17	-1.1	-6	7	6%
CC(O)CN(Cc1cccc(Cl)c1)CC(C)O (configuration not stated)	-6	0.9	-0.92	-22	-0.007	0.3	-3	10	6%
Cc1ccc(C)n1C1CCS(=O)(=O)C1 (configuration not stated)	-12	0.9	-0.016	-8	-4.6*	-0.19	9	22	6%
COc1cccc(N=Cc2ccc(O)cc2O)c1	8	0.9	-0.0016	9	.	2.2*	0	27	0%
NC(=O)c1cnn(Cc2ccc(Cl)cc2)c1N	-14	1	0.79	-4	0.81	-0.0088	-9	14	3%
COC(=O)CN1C(=O)C2(OCCCO2)c2ccccc21	-18	0.9	0.41	-4	-0.85	-0.15	3	6	4%
CC(NC(=O)C1CCCN(S(=O)(=O)c2cnc[nH]2)C1)c1ccccc1 (configuration not stated)	-14	0.9	0.63	-26	-0.029	0.61	3	13	5%

Looked up above.
CCCCNC(=O)CC1Nc2ccccc2NC1=O (configuration not stated) – HEK293 NFkB inh = 3
Cn1c(=O)oc2cc(S(=O)(=O)NCCN3CCN(c4ccccc4F)CC3)ccc21 – Ecoli tolC = -6
COc1ccc(N(CC(=O)Nc2cccc(C(=O)O)c2)S(=O)(=O)c2c(C)noc2C)cc1 – HEK293 NFkB inh = -2

(further entries)
SMILES	SF1 activator	TNAP act mid DEA	M1 antag	Ecoli tolC	D1 mod	M1 ag	Jurkat viability	HEK293 NFkB inh	NADH coupling
COc1ccc(CC(C)N2CCN(Cc3ccccc3)CC2)c(OC)c1 (configuration not stated)	0	1	-0.83	-3	-2.8	-0.54	-1	13	3%
CCc1nc2scc(-c3ccccc3)c2c(=O)n1N	-11	0.9	-0.0047	-5	6.6*	-0.17	.	10	2%
O=C(O)CCCCCNCc1ccncc1	9	1	-0.11	-7	-0.52	0.47	.	6	5%
C=C(C)CSc1nnc([C@H](CCSC)NC(=O)OC(C)(C)C)o1	8	0.9	0.45	8	-0.52	-0.41	-6	14	4%
CCn1c(-c2ccc(N)cc2)nc2ccccc21	37	0.9	1.2	-3	-0.81	0.5	-17	-8	9%
O/N=C(\c1ccc(Cl)cc1)c1cc2ccccc2o1	14	0.8	-1	98*	.	0.52	11	8	2%
CCOc1ccc(Cc2nc(C)c(CC(=O)N3CCCCC3)c(=O)[nH]2)cc1	-1	0.8	-0.41	-3	.	0.26	1	8	6%
